# Source: PubChem (National Center for Advancing Translational Sciences (NCATS))
# p53 reactivator: qHTS assay for re-activators of p53 using a Luc reporter; AID 504706, 2011; H1299 p53-A138V BP100-luciferase reporter, luminescence, 24 h; Potency, µM (top dose mostly 92.2 µM), without a hit: at the top dose activity change, positive = activation, most hits filed as activators; 320,000 compounds, 0.063% hits; further: potency means the concentration at half of the fitted maximal effect; % of control where 0% means no effect; nearly all actives have a fitted effect of over 45% in size
#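 H1299 (p53-null), stable ts p53-A138V + BP100-Luc; 1000 cells/well, Opti-MEM/10% FBS; cpd 4 pt, 1:5; 24 h, 37 deg C, 5% CO2; detection reagent 10 min RT; luminescence.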
# BRCA1 expr up: qHTS Assay to Identify Small Molecule Activators of BRCA1 Expression. MCF7-BRCA1-FFLuc reporter, luminescence, 48 h; response scale: scaled: vehicle 0%, 10 µM genistein 100%. Potency, µM (highest dose often 46.1 µM), for inactives: top-dose activation, hits mostly activators. 380,000 compounds, 1.1% hits; further: potency means the concentration at half of the fitted maximal effect; nearly all actives have a fitted effect of over 80% in size; some results filed as inactive show a strong effect at the top dose
#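 Luminescence from a BRCA1-driven firefly luciferase in MCF7 cells was the read-out, taken 15 min after substrate addition following 48 h compound exposure at 37 °C. Data were normalized to a 10 microM genistein control and DMSO vehicle.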
# ELG1 DNA repair: qHTS screen for small molecules that inhibit ELG1-dependent DNA repair in human embryonic kidney (HEK293T) cells expressing luciferase-tagged ELG1; 330,000 compounds, 2.3% hits; AID 504467, 2011; Potency, µM (doses to about 46.1 µM), for inactives: at the top dose activity change, negative = inhibition, most hits filed as inhibitors; HEK293T ELG1-luciferase reporter, luminescence, 16 h; DNA damage induced by 5-fluorouridine; further: potency means the concentration at half of the fitted maximal effect; on the % scale 0 is the no-effect control and ±100 the full control effect; nearly all actives have a fitted effect of over 55% in size
#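 DMSO vehicle served as the neutral condition. Each well held 2,000 cells given 5-fluorouridine plus compound; after 16 hr at 37 °C/5% CO2, ONE-Glo was added and luciferase measured 30 min later.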
# RORg inh: qHTS for inhibitors of ROR gamma transcriptional activity | AID 2551, 2010 | Potency, µM (highest dose often 53.6 µM), inactives show at the top dose activity change, negative = inhibition, actives largely listed as inhibitors | Drosophila S2 Gal4-RORgamma UAS-luciferase reporter, 20 h | Nuclear receptor ROR-gamma (Mus musculus), P51450 | 310,000 compounds, 5.4% hits; further: potency means the concentration at half of the fitted maximal effect; on the % scale 0 is the no-effect control and ±100 the full control effect; nearly all actives have a fitted effect of over 60% in size
#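 Stable Schneider cell line, Gal4 DNA-binding domain fused to ROR gamma, UAS-luciferase. Cmpd 1 hr RT → CuSO4 700 uM final → 20 hr RT → luciferase reagent 10 min → luminescence.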
# VP16 counter: VP16 counterscreen qHTS for inhibitors of ROR gamma transcriptional activity; AID 2546, 2010; Drosophila S2 Gal4-VP16 UAS-luciferase, luminescence, 20 h; Potency, µM (titrated, usually from 53.6 µM), without a hit: at the highest dose activity, negative = inhibition, actives largely listed as inhibitors; 310,000 compounds, 3.5% hits;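 further: Gal4-VP16 expression switched on by copper sulfate through the metallothionein promoter; potency means the concentration at half of the fitted maximal effect; on the % scale 0 is the no-effect control and ±100 the full control effect; nearly all actives have a fitted effect of over 50% in size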
# Rab9 prom act: qHTS Assay for Rab9 Promoter Activators. 320,000 compounds, 2.8% hits. AID 485297, 2010. Potency, µM (doses to about 9.22 µM), inactives show top-dose activation, negative = inhibition, usual class: activators. Huh7 Rab9 promoter-luciferase reporter, luminescence, 24 h; further: potency means the concentration at half of the fitted maximal effect; % of control where 0% means no effect; nearly all actives have a fitted effect of over 60% in size
#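 Quantitative HTS format; Huh7 Rab9-luciferase reporter cells (1500/well) receive compound 2 h post-plating, incubate 24 h at 37 °C, then get luciferase reagent for 10 min before luminescence reading.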
# TRPV1 agonist: HTS Assay for Compounds that Act as Agonists of the Vanilloid Receptor 1 | 320,000 compounds, 0.19% hits | Transient receptor potential cation channel subfamily V member 1 (Homo sapiens), Q8NER1 | TRPV1-expressing cells, Fluo-8 calcium influx, agonist mode | activation, % at 8.33 µM; in the data active means activation above about 80%; inconclusive means between about 30% and that limit; further: 0% is about no effect
# Target sequence (Q8NER1 whole entry, looked up): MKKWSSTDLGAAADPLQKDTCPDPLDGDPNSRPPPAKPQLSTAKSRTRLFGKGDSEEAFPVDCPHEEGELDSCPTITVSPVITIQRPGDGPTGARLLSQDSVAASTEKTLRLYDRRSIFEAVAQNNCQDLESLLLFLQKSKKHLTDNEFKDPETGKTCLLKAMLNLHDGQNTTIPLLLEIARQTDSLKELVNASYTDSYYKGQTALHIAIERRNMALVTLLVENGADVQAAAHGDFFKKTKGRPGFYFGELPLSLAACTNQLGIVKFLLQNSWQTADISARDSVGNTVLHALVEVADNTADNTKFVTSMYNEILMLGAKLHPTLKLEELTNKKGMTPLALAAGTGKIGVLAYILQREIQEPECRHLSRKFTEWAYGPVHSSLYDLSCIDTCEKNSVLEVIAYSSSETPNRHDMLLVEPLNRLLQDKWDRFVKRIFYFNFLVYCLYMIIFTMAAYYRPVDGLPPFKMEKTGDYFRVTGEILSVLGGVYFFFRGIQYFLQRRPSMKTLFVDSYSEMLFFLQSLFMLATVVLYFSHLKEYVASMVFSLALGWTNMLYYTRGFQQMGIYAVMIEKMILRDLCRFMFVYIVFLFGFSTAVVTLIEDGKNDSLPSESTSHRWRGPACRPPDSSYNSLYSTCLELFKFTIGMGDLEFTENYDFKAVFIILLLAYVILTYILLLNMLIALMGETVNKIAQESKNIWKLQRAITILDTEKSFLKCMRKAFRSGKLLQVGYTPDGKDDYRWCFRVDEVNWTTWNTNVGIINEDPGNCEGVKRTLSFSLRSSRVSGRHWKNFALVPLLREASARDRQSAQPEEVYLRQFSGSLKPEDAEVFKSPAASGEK
#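 TRPV1-expressing cells were cultured overnight at 35.5C and loaded with Fluo-8 calcium dye for 40 to 90 min at room temperature. After a 10 s baseline, compound was added and calcium influx was read kinetically for 3 min (ex 480/em 520 nm).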
# FLuc modulator: qHTS profiling assay for firefly luciferase inhibitor/activator using purifed enzyme and Km concentrations of substrates (counterscreen for miR-21 project); purified FLuc, Km substrates, luminescence inhibition; Luciferin 4-monooxygenase (Photinus pyralis), P08659; 360,000 compounds, 6.9% hits; AID 588342, 2011; Potency, µM (series often up to 57.5 µM), inactives show at the highest dose activity change, negative = inhibition, most hits filed as inhibitors;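 further: potency means the concentration at half of the fitted maximal effect; plate controls were vehicle for no effect and reference inhibitor for full effect; nearly all actives have a fitted effect of over 55% in size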
#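 Purified P. pyralis luciferase (10nM final) with 10uM D-luciferin and 10uM ATP (Km levels) in 50mM Tris acetate pH 7.5, 10mM Mg acetate, 0.01% Tween-20, 0.05% BSA; qHTS 6-point titration, ~60 µM downward; luminescence read.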
# NPC1 promoter act: qHTS Assay for NPC1 Promoter Activators; Huh7 NPC1 promoter luciferase reporter, 24 h; Potency, µM (top dose mostly 9.22 µM), inactives show at the top dose activation, most hits filed as activators; 320,000 compounds, 2.4% hits; AID 485313, 2010;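 further: potency means the concentration at half of the fitted maximal effect; % of control where 0% means no effect; nearly all actives have a fitted effect of over 60% in size; reporter is driven by a mutant NPC1 promoter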
#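 Cells: Huh7 expressing luciferase under the NPC1 promoter, 1500/well. Seeded 2 h, compound added, incubated 24 h at 37 °C. Luciferase reagent, 10 min ambient, then luminescence.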
# Tb PFK block: qHTS Assay to Find Inhibitors of T. brucei phosphofructokinase | ATP-dependent 6-phosphofructokinase (Trypanosoma brucei brucei), O15648 | T. brucei PFK, ADP-Glo luminescence | Potency, µM (doses to about 57.5 µM), inactives show at the highest dose activity, negative = inhibition, hits mostly inhibitors | 330,000 compounds, 0.17% hits;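 further: potency means the concentration at half of the fitted maximal effect; 0% = uninhibited 1x PFK enzyme wells and -100% = no-enzyme wells; nearly all actives have a fitted effect of over 60% in size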
#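 Compounds were pin-transferred as a titration series up to 57 uM into substrate buffer (0.5 mM F6P, 0.1 mM ATP, pH 8.0), then 1.25 nM PFK was added and reactions ran 45 min before ADP-Glo detection.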
# ELG1 genotox: qHTS screen for small molecules that induce genotoxicity in human embryonic kidney (HEK293T) cells expressing luciferase-tagged ELG1. HEK293T ELG1-luciferase reporter, luminescence, 16 h. AID 504466, 2011. Potency, µM (series often up to 46 µM), for inactives: top-dose activity change, positive = activation, actives largely listed as activators. 330,000 compounds, 1.3% hits; further: potency means the concentration at half of the fitted maximal effect; % of control where 0% means no effect; nearly all actives have a fitted effect of over 60% in size
#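 Genotoxicity was scored as increased ELG1-luciferase reporter signal, measured by ONE-Glo luminescence (30 min, room temperature). Compound or vehicle exposure of the HEK293T reporter cells lasted 16 hr at 37°C.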
# The depositor's hits bear a star; ? = inconclusive; · = no result given; [ ] = another dose, or the depositor's remark. Unless noted, the call rests on the fitted dose curve; in most records, active means well fitted curve in the direction sought with a large enough effect; inconclusive means small, poorly fitted or top-dose-only effect, or another doubt; inactive means no such curve, though single readings can be large; an effect the other way counts as inactive or inconclusive.
# Each structure is followed by: p53 reactivator	BRCA1 expr up	ELG1 DNA repair	RORg inh	VP16 counter	Rab9 prom act	TRPV1 agonist	FLuc modulator	NPC1 promoter act	Tb PFK block	ELG1 genotox
> CCCS(=O)(=O)N1CCN(CCN2C(=O)c3cccc4cccc(c34)C2=O)CC1
→ -3%	9%	?	13%	-11%	-3%	-3	4%	-10%	2%	0%
> CN1/C(=C\C(=O)CSc2cccc[n+]2[O-])C(C)(C)c2ccccc21
→ 3%	5%	-4%	7.1µM*	?	-11%	3	-2%	-6%	2%	-1%
> CCn1c(=NC(=O)CS(=O)(=O)c2ccc(C)cc2)sc2cccc(OC)c21
→ -4%	-46%	-19%	·	·	-4%	-6	-4%	-6%	-5%	?
> Cc1cc(C)n2nc(SCC(=O)N3CCCCC3C)nc2n1 (configuration not stated)
→ -3%	-5%	7%	·	·	·	·	·	·	0%	3%
> N#C/C(=C\c1ccc(N2CCOCC2)o1)c1ccccc1
→ -14%	-7%	?	?	20µM*	?	5	2.1µM*	?	?	?
> CCn1c(SCC(=O)N(C)Cc2ccc(OC)c(F)c2)nc2cc(S(N)(=O)=O)ccc21
→ -4%	31%	1%	14%	1%	0%	-2	-1%	2%	-1%	0%
> CC1CN(S(=O)(=O)c2cccc3nsnc23)CC(C)O1 (configuration not stated)
→ 1%	5%	0%	-43%	-2%	-1%	-3	5%	1%	2%	-1%
> Cc1ccc(NC(=O)CN2C(=O)N/C(=C\c3cccn3-c3cccc(C(=O)O)c3)C2=O)cc1
→ 3%	18%	9%	14%	6%	1%	2	?	-9%	-25%	6%
> CCCc1cc(C(=O)NNC(=S)NCC)c2ccccc2n1
→ 8%	5%	-1%	-40%	?	-2%	-3	?	-1%	-1%	3%
> O=C(O)c1cc(NS(=O)(=O)c2cccc3nsnc23)cc(C(=O)O)c1
→ 3%	12%	6%	-11%	3%	-2%	1	3%	1%	-13%	-1%
> COc1ccc(/C=N/NC(=O)CSc2nnc(CCCc3ccc(OC)c(C)c3)o2)cc1
→ -1%	3%	19%	-10%	-15%	3%	-1	-10%	11%	-2%	-5%
> CCn1nc(C(=O)NCCc2ccc3c(c2)OCCO3)c2ccccc2c1=O
→ 1%	-41%	-22%	·	·	·	·	·	·	-3%	-1%
> Nc1nc(O)c(CC(=O)O)s1
→ -4%	0%	0%	9%	-5%	-3%	8	-1%	-5%	4%	-1%
> O=C1Cc2ccccc2C(=O)N1c1ccccc1
→ 2%	0%	14%	14%	5%	-5%	2	1%	-4%	11%	5%
> COc1ccc(CNC(=S)Nc2ccccc2)cc1Cl
→ 2%	22%	-19%	?	?	1%	?	-1%	2%	-1%	1%
> CCN(CC)CCCNc1oc(-c2cccc(Cl)c2)nc1C#N
→ -17%	1%	24%	-27%	-9%	-4%	8	5%	-2%	1%	-1%
> Cc1cc(NCCCO)n2c(nc3ccccc32)c1C#N
→ -2%	-4%	-9%	-2%	-14%	-6%	-2	-2%	-3%	-1%	-1%
> Cc1ccc2c(CN3CCN(CCO)CC3)cc(=O)oc2c1C
→ -1%	13%	-1%	-39%	2%	0%	-1	1%	0%	0%	4%
> O=C(CCc1nnc2ccc(NCc3ccco3)nn12)Nc1ccccn1
→ -2%	-13%	22%	9%	-2%	-2%	-2	4%	-6%	?	3%
> CCOC(=O)c1c(NC(=O)CSc2nnc(-c3cccnc3)n2Cc2ccco2)sc(C)c1C
→ -9%	-46%	?	-3%	-7%	-6%	-2	-2%	-4%	-1%	-19%
> COc1ccc(Cl)cc1C(=O)Nc1ccc(Br)c(C)n1
→ 0%	0%	?	19%	-18%[10 µM]	-3%[1.84 µM]	1	-12%	?	1%	?
> O=C(Nc1ccc(Cl)cc1F)c1ccc(-n2cncn2)cc1
→ ?	80%	?	·	·	?	?	-3%	21%	-5%	12%
> O=C(COc1ccc(Br)cc1Cl)NC(=O)Nc1ccc2c(c1)OCCO2
→ 4%	11µM*	?	-9%	8%	28%	-7	?	20%	-4%	15%
> CCN(CCO)c1ccc(NC(=S)Nc2cccc(S(=O)(=O)N(C)C)c2)cc1
→ 17%	1%	?	-21%	13%	-17%	-5	?	2%	10%	2%
> COc1ccc(CCNC(=O)C2CCN(C(=O)c3ccc(Br)cc3)CC2)cc1
→ ·	-3%	4%	35%	4%	2%	8	6%	1%	3%	-2%
> Cc1cc(=O)oc2cc(NC(=O)C(C)Oc3cccc(Cl)c3)ccc12 (configuration not stated)
→ 12%	-20%	?	·	·	2%	-1	1%	10%	1%	8%
> O=C(c1ccc(Cl)nc1)N1CCC(Cc2ccccc2)CC1
→ 7%	-12%	6%	?	-25%	0%	12	-1%	6%	6%	-10%
> COc1ccc(OCCOC(=O)C(C)NS(=O)(=O)c2ccc(NC(C)=O)cc2)cc1 (configuration not stated)
→ 12%	-24%	?	·	·	0%	-3	0%	-1%	18%	-2%
> CNC(=O)c1c(Cl)cnn1-c1ccc(F)cc1
→ 4%	102%	?	-2%	-3%	26%	-3	-13%	24%	0%	14%
> O=C1C2C(C(=O)N1Cc1cccnc1)C1C=CC2C12CC2 (configuration not stated)
→ -7%	-18%	0%	-10%	-11%	1%	-3	1%	2%	16%	-4%

# Not a retest: 3 of the compounds above.
# Each structure is followed by: p53 reactivator	BRCA1 expr up	ELG1 DNA repair	RORg inh	VP16 counter	Rab9 prom act	TRPV1 agonist	FLuc modulator	NPC1 promoter act	Tb PFK block	ELG1 genotox
> CCN(CC)CCCNc1oc(-c2cccc(Cl)c2)nc1C#N
→ -17%	1%	24%	-27%	-9%	-4%	8	5%	-2%	1%	-1%
> Cc1cc(NCCCO)n2c(nc3ccccc32)c1C#N
→ -2%	-4%	-9%	-2%	-14%	-6%	-2	-2%	-3%	-1%	-1%
> Cc1ccc2c(CN3CCN(CCO)CC3)cc(=O)oc2c1C
→ -1%	13%	-1%	-39%	2%	0%	-1	1%	0%	0%	4%

# Remaining list, next part
# Each structure is followed by: p53 reactivator	BRCA1 expr up	ELG1 DNA repair	RORg inh	VP16 counter	Rab9 prom act	TRPV1 agonist	FLuc modulator	NPC1 promoter act	Tb PFK block	ELG1 genotox
> O=C(COC(=O)c1ccc2ncsc2c1)Nc1cc(Cl)ccc1F
→ 7%	23%	14%	·	·	6%	2	3%	-3%	-1%	7%
> COc1ccc(S(=O)(=O)N2CCOC23CCN(C(=O)c2ccccc2Br)CC3)cc1
→ -2%	-4%	-14%	-19%	0%	-3%	2	-2%	-7%	-2%	0%
> CN(CCCNC(=O)CCC(=O)N1CCOc2ccc(Cl)cc21)Cc1ccccc1
→ 3%	-2%	9%	-1%	9%	2%	3	1%	-4%	-23%	-1%
> CC(OC(=O)c1oc2ccccc2c1COc1ccccc1)C(=O)NC(N)=O (configuration not stated)
→ 1%	25%	-10%	-1%	0%	-6%	5	-1%	-6%	8%	0%
> O=C(CCN1CCOCC1)Nc1ccc2c(c1)CCC2
→ -6%	16%	?	-38%	-5%	-1%	6	-7%	10%	-1%	5%
> Cc1cccc(-c2nc(CS(=O)CC(=O)NCCc3ccccc3)c(C)o2)c1 (configuration not stated)
→ -2%	1%	0%	15%	1%	0%	-1	1%	-3%	1%	-2%
> CCc1ccc(N2CN(Cc3ccco3)CNC2=S)cc1
→ -1%	-3%	-13%	3.5µM*	?	-9%	0	0%	1%	-2%	-3%
> COc1cc(Cl)c(C)cc1NC(=O)CN(C)Cc1cccc(OC)c1OC
→ -1%	-39%	2.6µM*	1%	4%	-2%	-4	-11%	10%	-2%	-8%
> O=[N+]([O-])c1ccc(Cl)c(S(=O)(=O)Nc2cccc(-c3ccc(N4CCOCC4)nn3)c2)c1
→ 26%	71%	?	·	·	?	-1	2.4µM*	?	-2%	10µM*
> C[C@H](NC(=O)c1nc[nH]c1C(=O)NCc1ccccc1)C(=O)OC(C)(C)C
→ 0%	3%	-4%	-37%	-3%	2%	-1	-1%	6%	-10%	-4%
